# MrgX1 agonist: human MrgX1 receptor agonism, primary screen; MrgX1-HEK293 cells, Fluo-4 calcium fluorescence, agonist mode; active compounds read high; AID 588627; 310,000 tested, 0.44% active; Q96LB2; B-score at 10 µM;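 active = calcium response B-score plate-corrected fluorescence ratio at least 3 library SD, with starting fluorescence B-score inside 5 SD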
#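 System – MrgX1-expressing HEK293 cells · Incubation – cells plated overnight, dye loaded 0.5 h 37 °C, 0.5 h room temperature · Technique – kinetic Fluo-4 NW fluorescence of intracellular calcium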
# ANO1 block: blocks the mouse calcium-activated chloride channel TMEM16A. Q8BHY3. HEK293 TMEM16A/YFP iodide influx fluorescence, ionomycin. normalized B-score (activity score, 25-100; higher = stronger inhibition) at 10 µM. 310,000 tested, 1.2% active. AID 588511;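 active = ratio plate-corrected score three or more library SD toward inhibition, starting fluorescence score within five deviations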;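 note: score derived from kinetic fluorescence span divided by baseline fluorescence per well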
# Target sequence (Q8BHY3 whole entry, looked up): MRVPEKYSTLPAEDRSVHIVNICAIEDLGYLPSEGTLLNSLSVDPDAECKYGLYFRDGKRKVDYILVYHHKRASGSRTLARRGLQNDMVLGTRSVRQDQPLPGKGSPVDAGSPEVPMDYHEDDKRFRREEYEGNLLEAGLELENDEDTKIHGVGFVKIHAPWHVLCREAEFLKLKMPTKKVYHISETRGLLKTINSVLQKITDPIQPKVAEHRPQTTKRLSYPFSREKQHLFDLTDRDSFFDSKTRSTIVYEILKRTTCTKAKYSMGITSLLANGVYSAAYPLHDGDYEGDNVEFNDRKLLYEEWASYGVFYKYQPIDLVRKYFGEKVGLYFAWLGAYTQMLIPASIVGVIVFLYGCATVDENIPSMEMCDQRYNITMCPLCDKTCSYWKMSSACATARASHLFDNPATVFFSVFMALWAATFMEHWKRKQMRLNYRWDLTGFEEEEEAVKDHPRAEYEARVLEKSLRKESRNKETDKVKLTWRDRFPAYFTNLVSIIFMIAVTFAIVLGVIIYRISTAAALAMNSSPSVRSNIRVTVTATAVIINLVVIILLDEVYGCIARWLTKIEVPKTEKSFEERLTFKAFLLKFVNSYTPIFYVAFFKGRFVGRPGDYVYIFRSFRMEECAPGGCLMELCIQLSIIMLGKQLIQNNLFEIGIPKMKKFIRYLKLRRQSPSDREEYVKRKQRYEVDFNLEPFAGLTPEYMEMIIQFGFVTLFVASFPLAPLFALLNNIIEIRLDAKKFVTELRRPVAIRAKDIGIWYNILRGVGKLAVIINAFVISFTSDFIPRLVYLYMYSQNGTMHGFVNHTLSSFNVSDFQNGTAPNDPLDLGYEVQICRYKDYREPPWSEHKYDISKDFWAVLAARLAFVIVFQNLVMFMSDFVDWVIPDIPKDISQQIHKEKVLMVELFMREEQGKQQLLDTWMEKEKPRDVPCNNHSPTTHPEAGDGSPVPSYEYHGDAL
# TRPC4 PAM: allosteric potentiators of mouse TRPC4 channel; B-score at 10 µM; 310,000 tested, 0.42% active; AID 2227; Q9QUQ5; HEK293 TRPC4beta/mu-opioid, DAMGO EC20, Fluo-4 Ca2+ flux; active compounds read high;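 active = B-score of calcium response area above 5 SD of library B-scores, with initial fluorescence ratio within 5 SD of library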;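 note: B-score of integrated fluorescence ratio over time as area under calcium response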
# MrgX1 antagonist: human MrgX1 receptor antagonism, primary screen; Q96LB2; MRGX1-HEK293 calcium flux, Fluo-4, BAM8-22 antagonism; active compounds read low; B-score at 10 µM; 310,000 tested, 1.3% active;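 active = calcium-response B-score plate-corrected more than 3 library SD below zero, starting fluorescence within 5 deviations, no agonist response on first addition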;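 note: peak minus trough fluorescence over baseline after final BAM8-22 challenge near maximal dose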
# RGS4 block: inhibitors of human RGS4; P49798; HEK293 M3R/RGS4 inducible, Fluo-4 calcium flux; active compounds read high; triggered by carbachol at its EC20; B-score at 10 µM; 310,000 tested, 0.45% active;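 active = B-score, a plate-corrected calcium signal, over three deviations above library mean, with baseline fluorescence within five deviations of library mean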;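 note: RGS4 expression induced by doxycycline in cells with stable M3 receptor; B-score is computed from the integrated fluorescence ratio over baseline after carbachol; higher B-score means a larger calcium signal and so more RGS4 inhibition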
# MrgX1 PAM: allosterically activates human MrgX1 receptor signaling. B-score at 10 µM. 310,000 tested, 0.63% active. MrgX1-HEK293, Fluo-4 calcium flux, FDSS; active compounds read high. AID 588675. Q96LB2;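 active = plate-corrected calcium response at least 3 library SD above typical, normal starting fluorescence, not activating the receptor alone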;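 note: compound read alongside a low EC10 to EC30 dose of BAM8-22 agonist; peak minus trough fluorescence over baseline measured at the second addition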
# TRPC4 act: TRPC4 (mouse) channel activation. B-score at 10 µM. HEK293 TRPC4beta/mu-opioid, Fluo4 calcium fluorescence; active compounds read high. 310,000 tested, 0.49% active;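 active = B-score above 5 SD of library B-scores, and initial fluorescence ratio not above library mean plus 5 SD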;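 note: positive B-score marks a calcium rise read as TRPC4 activation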
#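 Technique: kinetic Fluo4 calcium fluorescence; Test system: TRPC4beta and mu-opioid receptor HEK293 stable cells; Measure: B-scored integrated calcium fluorescence ratio; Benchmarks: low control buffer alone, high control maximal DAMGO; Schedule: 45 min room-temperature Fluo4 loading, 110 s read.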
# TRPC6 inh: inhibitors of mouse TRPC6 channel; Q61143; HEK293-TRPC6, membrane potential dye, ACh-evoked depolarization; active compounds read low; B-score at 10 µM; 310,000 tested, 1.1% active; AID 2553;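 active = B-score under library mean minus 3 SD, initial fluorescence not abnormally high, positive integrated signal ratio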;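 note: B-score derived from integrated fluorescence ratio over the kinetic read; more negative B-score means stronger inhibition of depolarization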
# TRPC4 inh: blocks the mouse TRPC4 cation channel. HEK293 TRPC4beta/mu-opioid, DAMGO-evoked Fluo4 calcium flux; active compounds read low. B-score at 10 µM. 300,000 tested, 0.39% active. AID 2247;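 active = B-score over 3 SD under the library average, no early fluorescence shift, positive overall ratio signal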
#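 Signal: kinetic Fluo4 fluorescence imaging of calcium influx. Material: stable TRPC4beta/mu-opioid receptor HEK293 cells. Probe or stimulus: DAMGO in two steps, submaximal then maximal.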
# TRPC6 act: activators of mouse TRPC6 channel; HEK293-TRPC6 membrane potential dye fluorescence; active compounds read high; B-score at 10 µM; AID 2550; Q61143; 310,000 tested, 0.13% active;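 active = B-score of the integrated fluorescence ratio above library mean plus 3 SD, and starting fluorescence ratio within library mean plus 5 SD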;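 note: higher score means more depolarization so channel activation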
# ANO1 activ: activators or potentiators of mouse TMEM16A chloride channel. Q8BHY3. HEK293 TMEM16A/YFP-H148Q/I152L, iodide quench fluorescence; active compounds read low. B-score at 10 µM. 340,000 tested, 0.3% active. AID 623877;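 active = fluorescence-ratio B-score plate-corrected deviation score at least 3 library SD below zero, with starting fluorescence score within 5 deviations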;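 note: channel opened by trigger with iodide after compound preincubation; score built on the fluorescence ratio of max minus min over baseline; more negative score means more quench and so TMEM16A activation or potentiation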
# An asterisk follows results filed as active; i = inactive; nt = no result given.
Structure	MrgX1 antagonist	ANO1 block	TRPC6 inh	RGS4 block	TRPC4 PAM	TRPC6 act	TRPC4 act	ANO1 activ	TRPC4 inh	MrgX1 agonist	MrgX1 PAM
O=C(CCCOc1ccccc1)Nc1nc2ccccc2[nH]1	i	i	i	i	i	i	i	i	i	i	i
CNc1nc(N)c(C(=O)C(C)(C)C)s1	i	i	i	i	i	i	i	i	i	i	i
C=CCNc1nc(-c2ccc(Cl)cc2)cs1	i	i	i	i	i	i	i	i	i	i	i
CN1C(=O)c2oc3ccccc3c(=O)c2C1c1ccccn1 (stereo not given)	i	i	i	i	i	i	i	i	i	i	i
C/C(Cc1ccccc1)=N\NC(=O)CCCCCC(=O)N/N=C(\C)Cc1ccccc1	i	i	i	i	i	i	i	i	i	i	i
O=C(NC(=S)Nc1ccccc1[N+](=O)[O-])c1ccccc1Cl	i	i	i	i	i	i	i	i	i	i	i
Nc1nc2ccc(C(=O)NC3CCCCC3)cc2s1	i	i	i	i	i	i	i	i	i	i	i
Cc1cccnc1NC(=O)CSc1nnc(COc2ccc(C(C)C)cc2)n1C	i	i	i	i	i	i	i	i	i	i	i
CC1(C)C2CCC1(CS(=O)(=O)N1CCN(c3ccc(F)cc3)CC1)C(=O)C2 (stereo not given)	i	i	i	i	i	i	i	i	i	i	i
COc1cccc(Nc2cc(N3CCOCC3)c3nonc3c2[N+](=O)[O-])c1	i	i	i	i	i	i	i	i	i	i	i
CCOc1ccc(C2=Nn3c(nnc3-c3ccc(OC)cc3)SC2)cc1	i	i	i	i	i	i	i	i	i	i	i
O=C(N[C@@H](Cc1ccccc1)C(=O)O)c1cccnc1	i	i	i	i	i	i	i	i	i	i	i
CS(=O)(=O)c1ccc(NC(=O)CN2C(=O)C3CCCCC3C2=O)cc1 (stereo not given)	i	i	i	i	i	i	i	i	i	i	i
CCCS(=O)(=O)N1CCCC(C(=O)NCCCOC(C)C)C1 (stereo not given)	i	i	i	i	i	i	i	i	i	i	i
COc1cc(CN2CCN(c3cc(C)ccc3C)CC2)cc([N+](=O)[O-])c1O	i	i	i	i	i	i	i	nt	i	i	i
COC(=O)CN(c1cccc(C(C)=O)c1)S(C)(=O)=O	i	i	i	i	i	i	i	i	i	i	i
Cc1cccc(C2c3[nH]c4ccccc4c3CCN2C(=O)c2cn(C)c3ccccc3c2=O)n1 (stereo not given)	i	i	i	i	i	i	i	i	i	i	i
COc1ccc(NC(=O)c2ccco2)cc1NC(=O)c1ccc(C)cc1	i	i	i	i	i	i	i	i	i	i	i
CC(C)Oc1ccc(C(CC(=O)O)NC(=O)c2cccs2)cc1 (stereo not given)	i	i	i	i	i	i	i	i	i	i	i
COC(=O)C1=C(C)OC(N)=C(C#N)C1c1c(C)nn(C)c1C (stereo not given)	i	i	i	i	i	i	i	i	i	i	i
COc1ccc(CC(=O)OCn2nnc3ccccc3c2=O)cc1OC	i	i	i	i	i	i	i	i	i	i	i
O=C(NCC1COCCO1)C1CCN(S(=O)(=O)c2ccccc2)CC1 (stereo not given)	i	i	i	i	i	i	i	i	i	i	i
CCc1ccccc1NC(=O)c1sc2nc(C)cc(C)c2c1N	i	i	i	i	i	i	i	i	i	i	i
CCSc1nc2sccc2c(=O)n1-c1ccccc1	i	i	i	i	i	i	i	i	i	i	i
CC(=O)c1cccc(NC(=O)COC(=O)c2ccccc2C)c1	i	i	i	i	i	i	i	i	i	i	i

Structure	MrgX1 antagonist	ANO1 block	TRPC6 inh	RGS4 block	TRPC4 PAM	TRPC6 act	TRPC4 act	ANO1 activ	TRPC4 inh	MrgX1 agonist	MrgX1 PAM
Cc1ccc(C(=O)c2cncc(Br)c2)cc1	i	i	i	i	i	i	i	i	i	i	i
O=C(O)c1ccccc1CSc1nc2ccccc2o1	i	i	i	i	i	i	i	i	i	i	i
FC(F)C(F)(F)c1cc(-c2ccc(Cl)cc2)n[nH]1	-6.7*	100*	i	i	i	i	50*	i	i	i	i
COc1cccc(-n2c(SCC(=O)NC(C)(C)C)nnc2-c2ccoc2C)c1	i	i	i	i	i	i	i	i	i	i	i
Cn1nc(C(=O)NCc2ccccc2)cc1C(=O)NCc1ccccc1	i	i	i	i	i	i	i	i	i	i	i
Cc1ccc(NC(=S)N2CCn3cccc3C2c2cccnc2)cc1 (stereo not given)	i	i	i	i	i	i	i	i	i	i	i
CCOC(=O)c1[nH]c2ccccc2c1NC(=S)Nc1ccccc1C	i	i	i	i	i	i	i	i	i	i	i
Cc1ccc(-c2nc3ccccc3s2)cc1NC(=S)NC(=O)/C=C/c1ccco1	i	i	i	i	i	i	i	i	i	i	i
CCOC(=O)N1CCN(CC(=O)Nc2ccc(F)c(F)c2)CC1	i	i	i	i	i	i	i	i	i	i	i
CC1CCCC(C)N1C(=O)COC(=O)CSc1ccc(C(N)=O)cc1[N+](=O)[O-] (stereo not given)	i	i	i	i	i	i	i	i	i	i	i
O=C(NCc1ccco1)C(=O)NCC1OCCN1S(=O)(=O)c1ccc(Br)cc1 (stereo not given)	i	i	i	i	i	i	i	i	i	i	i
CCOC(=O)COc1cc2c(C(=O)OCC)c(C)oc2cc1Br	i	i	i	i	i	i	i	i	i	i	i
COc1cccc(C(=O)Nc2ccccc2C(=O)NCC2CCCO2)c1 (stereo not given)	i	i	i	i	i	i	i	i	i	i	i
O=C(Nc1cc(S(=O)(=O)N2CCOCC2)ccc1N1CCOCC1)c1cccc(S(=O)(=O)N2CCCCC2)c1	i	i	i	i	i	i	i	i	i	i	i
CCC(NC(=O)CCc1ccccc1)c1ccccc1 (stereo not given)	i	i	i	i	i	i	i	i	i	i	i
CCC(CC)C1C(C#N)=C(N)Oc2n[nH]c(-c3ccccc3)c21 (stereo not given)	i	i	i	i	i	i	i	i	i	i	i
COc1ccc(Br)cc1S(=O)(=O)Nc1ccc(Cl)cn1	i	i	i	i	i	i	i	i	i	i	i
O=C(NCC1CCCO1)c1cc2ccccc2[nH]1 (stereo not given)	i	i	i	i	i	i	i	i	i	i	i
CC(=O)Nc1ccc(-c2nnn(CC(=O)Nc3ccc4c(c3)OCO4)n2)cc1Cl	i	i	i	i	i	i	i	i	i	i	i
CC(=O)N1CCC(C(=O)Nc2cc(C)cc(C)c2)CC1	i	i	i	i	i	i	i	i	i	i	i
Cc1ccc(-c2ccc(=O)n(CC(=O)NCCCN3CCCCC3)n2)cc1	i	i	i	i	i	i	i	i	i	i	i
CCc1ccc(NC(=O)Cn2nnc(-c3ccc(C)cc3-n3cnnn3)n2)cc1	i	i	i	i	i	i	i	i	i	i	i
CCN(CC)CCNCc1cc(Br)ccc1OCC(=O)NCc1ccccc1	i	i	i	i	i	i	i	i	i	i	i
CC(C)(C)OC(=O)NCc1ccc(CNC(=O)c2[nH]cnc2C(=O)N[C@@H](Cc2ccccc2)C(=O)OC(C)(C)C)cc1	i	i	i	i	i	i	i	i	i	i	i
O=C(NCc1cccnc1)Nc1ccccc1	i	i	i	i	i	i	i	i	i	i	i

Structure	MrgX1 antagonist	ANO1 block	TRPC6 inh	RGS4 block	TRPC4 PAM	TRPC6 act	TRPC4 act	ANO1 activ	TRPC4 inh	MrgX1 agonist	MrgX1 PAM
Cc1ccc2nc(NC(=O)c3ccc(N4C(=O)CCC4=O)cc3)sc2c1	i	i	i	i	i	i	i	i	i	i	i
O=c1oc2ccccc2c(N2CCCCC2)c1CN1CCCC1	i	i	i	i	i	i	i	i	i	i	i
CCCCN(CC)C(=O)Cc1ccccc1OC	i	i	i	i	i	i	i	i	i	i	i
O=C(CSc1nc2ccccc2o1)Nc1nc2ccccc2s1	i	i	i	i	i	i	i	i	i	i	i
CCCCCCCc1nn2c(=O)cc(O)nc2s1	i	i	i	i	i	i	i	i	i	i	i
O=C(NCC1CCCO1)/C(=C/c1ccc(Cl)cc1)NC(=O)c1ccccc1 (stereo not given)	i	i	i	i	i	i	i	i	i	i	i
COc1ccc(OC)c(S(=O)(=O)NCCc2ccccc2)c1	i	i	i	i	i	i	i	i	i	i	i
COc1ccc(CNC(=O)[C@H](C)NC(=O)C2CCN(S(=O)(=O)c3ccccc3)CC2)cc1	i	i	i	i	i	i	i	i	i	i	i
CCOc1ccccc1N(C(=O)Nc1ccc(Cl)cc1)C1=NC(C)CS1 (stereo not given)	i	i	i	i	i	i	i	i	i	i	i
O=C(CSc1nnc(NC(=O)c2c(F)cccc2F)s1)NC1CCCCC1	i	i	i	i	i	i	i	i	i	i	i
Cc1ccc(CNC(=O)/C(C#N)=C/c2ccc(C)s2)cc1	i	i	i	i	i	i	i	i	i	i	i
O=C(Cn1nc(C(F)F)cc1C(F)F)NNC(=S)Nc1ccc(F)cc1	i	i	i	i	i	i	i	i	i	i	i
COCCCn1c(SCc2nnc(-c3ccc(OC)c(OC)c3)o2)nnc1-c1ccncc1	i	i	i	i	i	i	i	i	i	i	i
Brc1ccccc1-c1nnc(COc2ncnc3ccccc23)o1	i	i	i	i	i	i	i	i	i	i	i
CC1(C)Cc2cccc(C(=O)NC3CCN(Cc4ccccc4)CC3)c2O1	i	i	i	i	i	i	i	i	i	i	i
CCC(C)NC(=O)C(Sc1ccccc1)c1ccccc1 (stereo not given)	i	i	i	i	i	i	i	i	i	i	i
COc1ccc(C)cc1NC(=O)COC(=O)C1CC1	i	i	i	i	i	i	i	i	i	i	i
CC1CCCCC12NC(=O)N(Cc1cc(=O)n3ccsc3n1)C2=O (stereo not given)	i	i	i	i	i	i	i	i	i	i	i
COC(=O)c1ccc(NC(=O)CSc2nnc(COc3ccc4c(c3)CCCC4)o2)cc1	i	i	i	i	i	i	i	i	i	i	i
CCCCSCc1ccc(C(=O)O)o1	i	i	i	i	i	i	i	i	i	i	i

# Source: PubChem (Johns Hopkins Ion Channel Center)
